Screening data as filed in PubChem BioAssay.
EPAC1 ag: agonists of human EPAC1; O95398; EPAC1 agonist qHTS, biochemical assay; response scale: 100% = response to 6.5 mM cAMP; Potency, µM (highest dose often 154 µM), without a hit: at the top dose activation, hits mostly activators; 0.073% of 360,000 active; AID 720707; further: potency means the concentration at half of the fitted maximal effect; nearly all actives have a fitted effect of over 60% in size
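Fluorescent GDP-exchange assay: 100 nM EPAC1 with 250 nM Rap1B preloaded with BODIPY-GDP and 50 uM GDP; compounds tested as concentration series, 5 min at room temperature, then read every 5 min for 30 min (ex 480/em 540 nm); normalized to 6.5 mM cAMP.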
PLK1 PBD block: inhibitors of human PLK1 polo-box domain binding; Plk1 PBD binding of FITC phosphopeptide, fluorescence polarization; Potency, µM, for the others: max response, negative = inhibition, usual class: inhibitors; 2.8% of 360,000 active; further: potency means the concentration at half of the fitted maximal effect; series mostly up to about 57 µM; on the % scale 0 is the no-effect control and ±100 the full control effect; nearly all actives have a fitted effect of over 65% in size
Target sequence (P53350 whole entry, looked up, the tested form may be a part): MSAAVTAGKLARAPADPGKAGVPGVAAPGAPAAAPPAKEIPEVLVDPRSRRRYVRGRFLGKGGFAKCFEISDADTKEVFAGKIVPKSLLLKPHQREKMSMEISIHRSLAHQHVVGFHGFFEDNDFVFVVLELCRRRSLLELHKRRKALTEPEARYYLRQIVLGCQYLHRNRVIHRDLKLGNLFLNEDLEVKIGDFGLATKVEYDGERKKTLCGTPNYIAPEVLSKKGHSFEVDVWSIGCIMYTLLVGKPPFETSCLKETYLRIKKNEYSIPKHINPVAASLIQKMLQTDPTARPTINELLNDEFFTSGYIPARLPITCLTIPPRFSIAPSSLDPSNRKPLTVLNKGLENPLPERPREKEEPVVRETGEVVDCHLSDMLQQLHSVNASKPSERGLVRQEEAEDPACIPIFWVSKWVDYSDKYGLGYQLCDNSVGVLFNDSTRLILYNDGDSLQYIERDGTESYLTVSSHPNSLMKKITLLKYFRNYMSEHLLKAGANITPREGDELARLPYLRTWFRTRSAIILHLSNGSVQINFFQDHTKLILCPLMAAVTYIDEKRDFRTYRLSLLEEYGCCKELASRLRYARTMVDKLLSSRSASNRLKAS
CCT chaperon mod: cytosolic chaperonin activity modulation; purified chaperonin ATPase assay, HTRF ADP detection, 30 min; activity change, % (concentration not given with the values), hits read low; 0.3% of 360,000 active; in the data active means activity change below about -30%; further: on the % scale 0 is the no-effect control and ±100 the full control effect
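TRiC (40 or 20 nM final, by batch activity) in 30 mM Tris pH 7.4, 100 mM KCl, 5 mM MgCl2, 1 mM DTT was treated with compound at 76 uM single dose, then 10 uM ATP, 30 min at 37 °C. ADP was read by HTRF Transcreener.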
PI5P4Ka inh: inhibitors of human PI5P4K alpha; max response, %; 1.2% of 330,000 active; PI5P4Kalpha enzyme, ADP-Glo luminescence, 60 min; active compounds read low; AID 652105; P48426; active means max response of -50% or lower; further: value at the top dose of about 77 µM; on the % scale 0 is the no-effect control and ±100 the full control effect
Target sequence (P48426 whole entry, looked up): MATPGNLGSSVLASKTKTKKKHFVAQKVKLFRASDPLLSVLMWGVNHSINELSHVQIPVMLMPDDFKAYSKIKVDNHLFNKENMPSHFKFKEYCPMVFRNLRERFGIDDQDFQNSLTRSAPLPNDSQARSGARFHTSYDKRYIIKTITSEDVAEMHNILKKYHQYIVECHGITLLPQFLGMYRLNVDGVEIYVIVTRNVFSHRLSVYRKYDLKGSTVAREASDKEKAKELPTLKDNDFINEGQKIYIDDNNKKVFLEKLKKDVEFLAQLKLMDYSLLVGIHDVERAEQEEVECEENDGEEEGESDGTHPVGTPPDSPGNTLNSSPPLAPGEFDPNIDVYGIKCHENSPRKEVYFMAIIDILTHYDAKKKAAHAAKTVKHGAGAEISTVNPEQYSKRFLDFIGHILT
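ADP-Glo luminescence end-point read after a 60 min room-temperature kinase reaction of PI5P4Kalpha plus substrate, initiated with ATP at 5 microM final. Buffer: 0.038 M HEPES pH 7.4, EGTA, 0.1% CHAPS, 5% DMSO.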
EPAC1 antag: antagonists of human EPAC1 | O95398 | 0.14% of 360,000 active | Potency, µM (highest dose often 115 µM), for the others: at the top dose activity change, negative = inhibition, actives largely listed as inhibitors | AID 720709 | EPAC1 GEF assay, Rap1b-BODIPY-GDP exchange fluorescence;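 further: potency means the concentration at half of the fitted maximal effect; plate controls were vehicle for no effect and positive control for full effect; nearly all actives have a fitted effect of over 50% in size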
EPAC2 agonist: activates human EPAC2 exchange factor; Potency, µM (series often up to 154 µM), for the others: at the top dose activation, actives largely listed as activators; Q8WZA2; EPAC2 activation, biochemical qHTS; response scale: 100% = 6.5 mM cAMP response; AID 720711; 0.079% of 360,000 active; further: potency means the concentration at half of the fitted maximal effect; nearly all actives have a fitted effect of over 50% in size
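Nucleotide exchange monitored as fluorescence drop when BODIPY-GDP leaves Rap1B. Reaction: 100 nM EPAC2, 250 nM RAP1B-BODIPY-GDP, 50 uM GDP, room temperature, kinetic read over 30 min. Activity expressed relative to 6.5 mM cAMP.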
IL-2 act: activates IL-2 in a cell-based reporter assay; IL-2 activation reporter assay, cell-based qHTS; stimulated with anti-CD3/CD4/CD28 beads; in transgenic mouse T cells; activation, % (series mostly up to about 46 µM); 0.065% of 360,000 active; in the data active means activation above about 50%; further: 0% is about no effect
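Readout: EGFP and DsRed signals by fluorescent plate cytometry. Unstimulated transgenic mouse T cells received compound 60 min before antibody-bead stimulation, then incubated 18 h at 37 degrees C.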
WRN helicase inh: blocks human WRN helicase; Q14191; WRN helicase unwinding, fluorescent forked duplex, kinetic; Potency, µM (doses to about 114 µM), for the others: at the highest dose activity change, negative = inhibition, most hits filed as inhibitors; 0.46% of 360,000 active; further: potency means the concentration at half of the fitted maximal effect; on the % scale 0 is the no-effect control and ±100 the full control effect; nearly all actives have a fitted effect of over 55% in size
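Kinetic red-fluorescence monitoring (525/598 nm) tracks WRN helicase activity after 100 nM fluorophore-quencher forked duplex and 2 mM ATP are added to 20 nM enzyme pretreated 15 min at room temperature with compound.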
* = called active by the depositor; [ ] = remark or other dose. Unless noted, the call rests on the fitted dose curve; in most records, active means well fitted curve in the direction sought with a large enough effect; inconclusive means small, poorly fitted or top-dose-only effect, or another doubt; inactive means no such curve, though single readings can be large; an effect the other way counts as inactive or inconclusive. A portion of the library (hit frequency here may not be typical).

Results for COc1ccccc1NC(=O)/C=C/c1cc([N+](=O)[O-])ccc1OC(F)F ?
EPAC1 ag: 10%; PLK1 PBD block: -22%; CCT chaperon mod: -0.7; PI5P4Ka inh: 1; EPAC1 antag: -11%; EPAC2 agonist: -9%; IL-2 act: -1.0; WRN helicase inh: 4%

What do the screens show for `Nc1cc(C2CCCC2)nn1-c1ccccc1`?
EPAC1 ag: -8%; PLK1 PBD block: 2%; CCT chaperon mod: 0.0; PI5P4Ka inh: 0; EPAC1 antag: -11%; EPAC2 agonist: -51%[inhibitor][15.6 µM]; IL-2 act: 0.4; WRN helicase inh: 1%

What do the screens show for `Cc1cccc(S(=O)(=O)NC(=O)C2(C)CCN2C(=O)Cc2ccc(-c3ccccc3)cc2)c1` (stereo unspecified)?
EPAC1 ag: -5%; PLK1 PBD block: -7%; CCT chaperon mod: 1.1; PI5P4Ka inh: -4; EPAC1 antag: -12%; EPAC2 agonist: -9%; IL-2 act: -0.5; WRN helicase inh: -7%

How did COCCN(Cc1ccccc1)C(=S)Nc1ccc(Cl)cc1 do in these assays?
EPAC1 ag: 0%; PLK1 PBD block: -6%; CCT chaperon mod: 1.3; PI5P4Ka inh: 6; EPAC1 antag: -9%; EPAC2 agonist: 6%; IL-2 act: -4.9; WRN helicase inh: 4%

What do the screens show for `CC(C(=O)OCC(=O)Nc1cccc(S(=O)(=O)N(C)C)c1)N1C(=O)c2ccccc2C1=O` (stereo unspecified)?
EPAC1 ag: -1%; PLK1 PBD block: 6%; CCT chaperon mod: 0.0; PI5P4Ka inh: -3; EPAC1 antag: -15%; EPAC2 agonist: 6%; IL-2 act: -1.1; WRN helicase inh: -4%[57.1 µM]

Results for CCN(CC(=O)NC1CCCC1)S(=O)(=O)c1ccc(Br)cc1 ?
EPAC1 ag: 4%; PLK1 PBD block: -6%; CCT chaperon mod: -2.0; PI5P4Ka inh: 2; EPAC1 antag: -9%; EPAC2 agonist: 5%; IL-2 act: -0.5; WRN helicase inh: -34%

What do the screens show for `CCC(CC)C(=O)OCC(=O)C1(O)CCC2C3CCC4=CC(=O)CCC4(C)C3C(O)CC21C` (stereo unspecified)?
EPAC1 ag: -7%; PLK1 PBD block: -1%; CCT chaperon mod: -1.7; PI5P4Ka inh: 0; EPAC1 antag: -12%; EPAC2 agonist: 5%; IL-2 act: 0.3; WRN helicase inh: -7%

How did CCOc1ccc(Nc2nc(N)nc(CN(C)C3CCCCC3)n2)cc1 do in these assays?
EPAC1 ag: 0%; PLK1 PBD block: 5%; CCT chaperon mod: -1.3; PI5P4Ka inh: 8; EPAC1 antag: 31%[activator]; EPAC2 agonist: 4%; IL-2 act: 1.0; WRN helicase inh: -20%[57.1 µM]

What do the screens show for `CCCNc1nc2c(c(=O)n(C)c(=O)n2C)n1CCC(C)C`?
EPAC1 ag: 2%; PLK1 PBD block: -11%; CCT chaperon mod: -1.6; PI5P4Ka inh: 2; EPAC1 antag: 1%; EPAC2 agonist: 9%; IL-2 act: -0.2; WRN helicase inh: 0%

How did COc1ccc(S(=O)(=O)N2CCC(C(=O)Nc3cccc(Cl)c3)CC2)cc1OC do in these assays?
EPAC1 ag: 21%; PLK1 PBD block: 1%; CCT chaperon mod: -5.2; EPAC1 antag: -26%; EPAC2 agonist: 17%; IL-2 act: -0.5; WRN helicase inh: -11%

How did O=C(COC(=O)c1n[nH]c2ccccc12)NC(=O)NC1CCCC1 do in these assays?
EPAC1 ag: -6%; PLK1 PBD block: -8%; CCT chaperon mod: -3.3; PI5P4Ka inh: -1; EPAC1 antag: -13%; EPAC2 agonist: 1%; IL-2 act: 0.7; WRN helicase inh: -13%

How did COc1cc(/C=N/NC(=O)c2cc(-c3ccccc3C)nc3ccccc23)cc(OC)c1O do in these assays?
EPAC1 ag: 0%; PLK1 PBD block: 5%; CCT chaperon mod: 0.1; PI5P4Ka inh: -3; EPAC1 antag: -10%; EPAC2 agonist: 6%; IL-2 act: -0.4; WRN helicase inh: -1%

Results for COc1ccccc1CNC(=O)c1ccc(OCc2c(C)noc2C)c(OC)c1 ?
EPAC1 ag: 2%; PLK1 PBD block: -5%; CCT chaperon mod: 0.3; PI5P4Ka inh: 2; EPAC1 antag: -21%; EPAC2 agonist: -5%; IL-2 act: -1.5; WRN helicase inh: 3%

How did CCOC(=O)c1cc(-c2ccco2)nc2c1c(C)nn2-c1ccccc1 do in these assays?
EPAC1 ag: 2%; PLK1 PBD block: -12%; CCT chaperon mod: 1.4; PI5P4Ka inh: -27; EPAC1 antag: -1%; EPAC2 agonist: 1%; IL-2 act: 2.9; WRN helicase inh: -14%

What do the screens show for `O=C(CSCc1ccccc1)Nc1ccc(S(=O)(=O)N2CCOCC2)cc1`?
EPAC1 ag: -5%; PLK1 PBD block: -9%; CCT chaperon mod: -1.1; PI5P4Ka inh: -3; EPAC1 antag: 5%; EPAC2 agonist: 6%; IL-2 act: -0.4; WRN helicase inh: -9%

How did COCCNC(=O)c1cc2c(-c3ccc(Cl)cc3)nn(C)c2s1 do in these assays?
EPAC1 ag: -3%; PLK1 PBD block: -13%; CCT chaperon mod: 1.5; PI5P4Ka inh: 0; EPAC1 antag: -9%; EPAC2 agonist: 4%; IL-2 act: 0.2; WRN helicase inh: 0%

What do the screens show for `C=Cc1ccc(CSc2cc(C)nc3nc(C)nn23)cc1`?
EPAC1 ag: 0%; PLK1 PBD block: -10%; CCT chaperon mod: -1.6; PI5P4Ka inh: -8; EPAC1 antag: -8%; EPAC2 agonist: 4%; IL-2 act: -1.6; WRN helicase inh: -7%

Results for Cc1nc(NC(=O)c2ccc3c(c2)OCO3)ccc1Br ?
EPAC1 ag: -10%; PLK1 PBD block: -6%; CCT chaperon mod: -0.8; PI5P4Ka inh: -11; EPAC1 antag: 6%; EPAC2 agonist: -3%; IL-2 act: -2.0; WRN helicase inh: -2%

Results for O=C(Nc1cccc(Cl)c1)Nc1ccc(Br)cc1F ?
EPAC1 ag: -7%; PLK1 PBD block: -4%; CCT chaperon mod: 0.4; PI5P4Ka inh: -1; EPAC1 antag: 4%; EPAC2 agonist: -4%; IL-2 act: -5.0; WRN helicase inh: -8%

How did COc1ccc(OC)c(NC(=O)CCCN2C(=O)C3C4C=CC(C4)C3C2=O)c1 (stereo unspecified) do in these assays?
EPAC1 ag: -9%; PLK1 PBD block: 0%; CCT chaperon mod: -1.7; PI5P4Ka inh: -2; EPAC1 antag: 2%; EPAC2 agonist: -11%; IL-2 act: -1.9; WRN helicase inh: -6%

Sorted by molar mass (lowest first): some entries from above.
What do the screens show for `C=Cc1ccc(CSc2cc(C)nc3nc(C)nn23)cc1`?
EPAC1 ag: 0%; PLK1 PBD block: -10%; CCT chaperon mod: -1.6; PI5P4Ka inh: -8; EPAC1 antag: -8%; EPAC2 agonist: 4%; IL-2 act: -1.6; WRN helicase inh: -7%

Results for Cc1nc(NC(=O)c2ccc3c(c2)OCO3)ccc1Br ?
EPAC1 ag: -10%; PLK1 PBD block: -6%; CCT chaperon mod: -0.8; PI5P4Ka inh: -11; EPAC1 antag: 6%; EPAC2 agonist: -3%; IL-2 act: -2.0; WRN helicase inh: -2%

How did COCCNC(=O)c1cc2c(-c3ccc(Cl)cc3)nn(C)c2s1 do in these assays?
EPAC1 ag: -3%; PLK1 PBD block: -13%; CCT chaperon mod: 1.5; PI5P4Ka inh: 0; EPAC1 antag: -9%; EPAC2 agonist: 4%; IL-2 act: 0.2; WRN helicase inh: 0%

Further results:
Results for Cc1ccc(S(=O)(=O)N2CCC(C(=O)NC3CCCCC3C)CC2)cc1 (stereo unspecified) ?
EPAC1 ag: 14%; PLK1 PBD block: -9%; CCT chaperon mod: -0.9; PI5P4Ka inh: 7; EPAC1 antag: -9%; EPAC2 agonist: -1%; IL-2 act: -1.9; WRN helicase inh: -4%

How did CN(CC(=O)Nc1ccc(F)c(F)c1F)C(=O)C1=NN(c2ccccc2)C(=O)CC1 do in these assays?
EPAC1 ag: -1%; PLK1 PBD block: 5%; CCT chaperon mod: 2.5; PI5P4Ka inh: -15; EPAC1 antag: 5%; EPAC2 agonist: 1%; IL-2 act: 0.2; WRN helicase inh: 1%

How did Cc1ccccc1OCC1Cc2c(nc(N)c(C#N)c2N)O1 (stereo unspecified) do in these assays?
EPAC1 ag: 5%; PLK1 PBD block: -5%; CCT chaperon mod: -5.6; PI5P4Ka inh: 177; EPAC1 antag: -1%; EPAC2 agonist: 6%; IL-2 act: 1.8; WRN helicase inh: -7%

How did CC(C)C(C(=O)Nc1cccnc1)N1C(=O)c2ccccc2C1=O (stereo unspecified) do in these assays?
EPAC1 ag: 5%; PLK1 PBD block: 0%; CCT chaperon mod: -1.3; PI5P4Ka inh: 0; EPAC1 antag: -4%; EPAC2 agonist: 8%; IL-2 act: -1.7; WRN helicase inh: -4%

Results for Cc1ccc(OCC(=O)Nc2ccc(NC(=O)c3ccccc3)c(C)c2)cc1 ?
EPAC1 ag: -3%; PLK1 PBD block: 5%; CCT chaperon mod: -3.4; PI5P4Ka inh: -1; EPAC1 antag: 7%; EPAC2 agonist: 1%; IL-2 act: -1.5; WRN helicase inh: 4%

Results for CCCCNC(=O)COC(=O)c1cc(C)oc1C ?
EPAC1 ag: 4%; PLK1 PBD block: -13%; CCT chaperon mod: -1.4; PI5P4Ka inh: -1; EPAC1 antag: -6%; EPAC2 agonist: 6%; IL-2 act: -0.2; WRN helicase inh: -6%

Results for Cn1c2ccccc2c2cnn(CC(=O)NCCCN3CCN(c4ccccc4F)CC3)c(=O)c21 ?
EPAC1 ag: 13%; PLK1 PBD block: -2%; CCT chaperon mod: 1.5; PI5P4Ka inh: 0; EPAC1 antag: 2%; EPAC2 agonist: 4%; IL-2 act: 1.8; WRN helicase inh: 2%

How did CN=C1SC(CC(=O)Nc2ccc(C(C)=O)cc2)C(=O)N1C (stereo unspecified) do in these assays?
EPAC1 ag: -3%; PLK1 PBD block: -2%; CCT chaperon mod: 2.1; PI5P4Ka inh: 1; EPAC1 antag: 2%; EPAC2 agonist: 0%; IL-2 act: -0.2; WRN helicase inh: -12%

How did CCc1nc2ccc(C(=O)N3CCN(C(=O)c4ccco4)CC3)cn2c1N(C)Cc1nccs1 do in these assays?
EPAC1 ag: -2%; PLK1 PBD block: -9%; CCT chaperon mod: -2.9; PI5P4Ka inh: 3; EPAC1 antag: -11%; EPAC2 agonist: 0%; IL-2 act: -0.6; WRN helicase inh: 0%[57.1 µM]

Results for Cc1ccc2nc(NC(=S)NC(=O)c3cccs3)sc2c1 ?
EPAC1 ag: 0%; PLK1 PBD block: -12%; CCT chaperon mod: -3.2; PI5P4Ka inh: 6; EPAC1 antag: -9%; EPAC2 agonist: 0%; IL-2 act: 0.8; WRN helicase inh: -4%
